Assay outcomes: PubChem, Broad Institute
NFkB SMM – NF-kappa-B p105 (human) binding | calls only | P19838 | AID 624139 | actives 1.3% (n = 17,000) | Small molecule microarray, anti-His fluorescence binding;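 active = spot fluorescence over background significantly raised, with a chance value under 7% in all four replicate spots of the compound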;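 note: probe protein is his-tagged human p50 processed subunit at 1 µg/ml; raw spot fluorescence signals with no normalization applied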
Target sequence (P19838 1-433 limits assumed): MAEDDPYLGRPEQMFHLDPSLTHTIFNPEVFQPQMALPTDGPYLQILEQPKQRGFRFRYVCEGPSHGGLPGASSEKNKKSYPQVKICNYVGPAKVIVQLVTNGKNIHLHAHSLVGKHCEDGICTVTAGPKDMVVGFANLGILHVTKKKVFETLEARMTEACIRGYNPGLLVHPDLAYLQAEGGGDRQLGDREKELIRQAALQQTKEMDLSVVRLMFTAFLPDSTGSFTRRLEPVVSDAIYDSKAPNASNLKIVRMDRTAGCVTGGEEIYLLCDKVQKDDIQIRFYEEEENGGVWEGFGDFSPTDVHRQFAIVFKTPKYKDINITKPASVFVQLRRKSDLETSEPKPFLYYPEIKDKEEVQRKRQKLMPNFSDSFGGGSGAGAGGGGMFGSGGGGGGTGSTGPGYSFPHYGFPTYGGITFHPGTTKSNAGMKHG
Calls only; i = inactive; + = active, no number. Only part of the results is shown; count on the stated rates, not on these rows.

SMILES	NFkB SMM
COc1c2occc2c(OC)c2c(=O)cc(CO[C@@H]3O[C@H](CO)[C@@H](O)[C@H](O)[C@H]3O)oc12	i
COC(=O)c1cc(O)cc(OC)c1C(=O)c1c(O)cc(C)cc1O	i
COC(=O)C1=CO[C@@H](O[C@@H]2O[C@H](CO)[C@@H](O)[C@H](O)[C@H]2O)[C@@H]2[C@@H](C)[C@@H](OC(=O)/C=C/c3ccc(O)cc3)[C@@H](O)[C@H]12	i
C[C@@H]1CN([C@H](C)CO)C(=O)c2cc(NC(=O)C3CC3)ccc2O[C@@H]1CN(C)C(=O)Nc1cccc2ccccc12	i
COc1ccc(-c2coc3c(CC=C(C)C)c(O)c(OC)cc3c2=O)cc1	i
COC(=O)c1cccc(COC(=O)c2cc(=O)[nH]c3ccccc23)c1	i
C[C@H]1CN([C@@H](C)CO)C(=O)c2cc(NC(=O)Nc3ccc4c(c3)OCO4)ccc2O[C@H]1CN(C)C(=O)Nc1ccc(C(F)(F)F)cc1	i
C[C@H](CO)N1C[C@H](C)[C@@H](CN(C)C(=O)Nc2ccc3c(c2)OCO3)Oc2ccc(NC(=O)Nc3cccc4ccccc34)cc2C1=O	i
C[C@@H]1CN([C@H](C)CO)C(=O)c2cc(NS(=O)(=O)c3ccc(F)cc3)ccc2O[C@@H]1CN(C)S(=O)(=O)c1ccc(F)cc1	i
CC(C)NC(=O)N(C)C[C@H]1Oc2ccc(NS(=O)(=O)c3cccs3)cc2CC(=O)N([C@@H](C)CO)C[C@@H]1C	i
C[C@H](CO)N1C[C@H](C)[C@H](CN(C)C(=O)Nc2cccc3ccccc23)Oc2ccc(NC(=O)NC3CCCCC3)cc2C1=O	i
O=C(CCN1C(=O)c2cccc3cccc(c23)C1=O)N1CCN(c2ncccn2)CC1	i
Cc1ccc(C(=O)CSc2nnc(-c3ccccc3[N+](=O)[O-])o2)cc1	i
C[C@H](CO)N1C[C@H](C)[C@@H](CN(C)C(=O)Nc2ccccc2)Oc2ccc(NC(=O)Cn3cnnn3)cc2C1=O	i
C[C@@H]1CN([C@@H](C)CO)C(=O)c2cccc(NC(=O)c3nc4ccccc4s3)c2O[C@H]1CN(C)S(=O)(=O)c1cn(C)cn1	i
COc1cc(/C(C)=C/C(C)CCCC(=O)O)oc(=O)c1C (centres undefined)	i
COc1ccc(OC)c(C2Nc3nc4ccccc4n3C(C)=C2C(=O)Nc2ccc(C)cc2C)c1 (centres undefined)	i
OCCSCC(O)CC(O)c1ccccc1 (centres undefined)	i
COc1ccc([Si](C)(C)[C@@H]2[C@@H](CCO)O[C@]3(C(=O)N(Cc4ccccc4)c4ccc(N5CCC5=O)cc43)[C@H]2C)cc1	i
O=C1C=CC(O)(/C=C/C(=O)O[C@@H]2[C@@H](O)[C@H](Oc3ccc(O)cc3)O[C@H](CO)[C@H]2O)C=C1	i
COCCOC(=O)N1C(=O)[C@@]2(c3cc(C#CCNC(N)=O)ccc31)[C@H](c1ccccc1OCCO)N1[C@H](c3ccccc3)[C@H](c3ccccc3)OC(=O)[C@H]1[C@@H]2C(N)=O	i
C[C@@H]1CN([C@@H](C)CO)C(=O)c2cc(NS(=O)(=O)c3cccs3)ccc2O[C@@H]1CN(C)CC1CC1	i
O=C(O)CN(CC(=O)O)c1ccc2cccc(O)c2n1	i
C[C@@H]1CCCCO[C@@H](CN(C)C(=O)c2ccccc2)[C@@H](C)CN([C@@H](C)CO)C(=O)c2cc(NS(=O)(=O)c3ccccc3)ccc2O1	i
O=C(NC1CC1)C1=C[C@@H](C2CC2)C[C@@H](OCCCCO)O1	i
More results follow.
SMILES	NFkB SMM
CCC[C@H]1CC2=C(C[C@@H](CC)CC3=C1C(=O)OC3=O)C(=O)OC2=O	i
COc1ccc(S(=O)(=O)N(C)C[C@H]2Oc3ccc(NS(=O)(=O)c4cn(C)cn4)cc3CC(=O)N([C@@H](C)CO)C[C@@H]2C)cc1	i
COc1ccc(S(=O)(=O)N(C)C[C@@H]2Oc3ccc(NC(=O)Cc4cn(C)c5ccccc45)cc3C(=O)N([C@H](C)CO)C[C@H]2C)cc1	i
C[C@@H]1CN([C@H](C)CO)C(=O)c2cc(NS(C)(=O)=O)ccc2O[C@@H]1CN(C)Cc1ccc(C(=O)O)cc1	i
Cc1noc(C)c1NC(=O)N(C)C[C@H]1Oc2c(cccc2N(C)C)C(=O)N([C@H](C)CO)C[C@H]1C	i
C[C@@H]1CN([C@H](C)CO)C(=O)Cc2cc(NC(=O)Cc3cn(C)c4ccccc34)ccc2O[C@@H]1CN(C)C(=O)NC1CCCCC1	i
O=C(NCc1ccc(F)cc1)[C@H]1C[C@H]2C(=O)NCC(=O)N2[C@H]1c1ccc(O)cc1	i
CCO[C@H]1OC(C(=O)NC2CC2)=C[C@@H](C)[C@@H]1CCCO	i
Cc1noc(C)c1NC(=O)N(C)C[C@H]1OCCCC[C@H](C)Oc2ccc(NS(C)(=O)=O)cc2C(=O)N([C@@H](C)CO)C[C@@H]1C	i
C[C@H](CO)N1C[C@H](C)[C@H](CN(C)CC2CC2)OCCCC[C@H](C)Oc2ccc(NS(=O)(=O)c3ccccc3)cc2C1=O	i
CCc1cc2c(=O)n(-c3ccccc3)c(SCC(=O)O)nc2s1	i
C[C@@H]1CCCCO[C@H](CN(C)C)[C@@H](C)CN([C@H](C)CO)C(=O)c2cc(NS(C)(=O)=O)ccc2O1	i
Cc1noc(C)c1NC(=O)Nc1cccc2c1O[C@@H](CN(C)Cc1ccncc1)[C@@H](C)CN([C@@H](C)CO)C2=O	i
COc1ccc(CN(C)C[C@H]2Oc3ccc(NC(=O)Cn4cnnn4)cc3CC(=O)N([C@H](C)CO)C[C@H]2C)cc1	i
C[C@@H]1CCCCO[C@H](CN(C)C)[C@@H](C)CN([C@H](C)CO)C(=O)c2cc(NC(=O)C3CCCCC3)ccc2O1	i
Cc1noc(C)c1NC(=O)N(C)C[C@H]1Oc2c(NC(=O)C3CCOCC3)cccc2C(=O)N([C@@H](C)CO)C[C@@H]1C	i
CC(C)NC(=O)Nc1ccc2c(c1)C(=O)N([C@@H](C)CO)C[C@H](C)[C@H](CN(C)C)OCCCC[C@H](C)O2	i
O=C1N(CCS(=O)(=O)c2ccccc2)c2ccccc2[C@H]2OC(c3ccc(OCCCO)cc3)=N[C@@]12CCS(=O)(=O)c1ccccc1	i
CCn1c(SCc2nc(-c3ccc(Br)cc3)no2)nnc1-c1c[nH]c2ccccc12	i
CNC[C@@H]1Oc2c(NS(=O)(=O)c3ccc(OC)cc3)cccc2C(=O)N([C@@H](C)CO)C[C@@H]1C	i
Cc1noc(C)c1NC(=O)Nc1ccc2c(c1)CC(=O)N([C@@H](C)CO)C[C@@H](C)[C@@H](CN(C)C(=O)NC(C)C)O2	i
Cc1ccc(S(=O)(=O)Nc2ccc3c(c2)C(=O)N([C@@H](C)CO)C[C@H](C)[C@H](CN(C)S(=O)(=O)c2ccc(F)cc2)O3)cc1	i
C[C@@H]1CN([C@H](C)CO)C(=O)c2cc(NC(=O)CCC(F)(F)F)ccc2O[C@@H](C)CCCCO[C@H]1CN(C)C(=O)CCC(F)(F)F	+
O=C(c1ccccc1Oc1nnnn1-c1ccccc1)N1CCOCC1	i
C[C@H](CO)N1C[C@H](C)[C@@H](CN(C)C(=O)Nc2ccc(F)cc2)Oc2ccc(NC(=O)c3ccncc3)cc2CC1=O	i

The last 2 records of the section above lead into the next.
SMILES	NFkB SMM
O=C(c1ccccc1Oc1nnnn1-c1ccccc1)N1CCOCC1	i
C[C@H](CO)N1C[C@H](C)[C@@H](CN(C)C(=O)Nc2ccc(F)cc2)Oc2ccc(NC(=O)c3ccncc3)cc2CC1=O	i
Cc1noc(C)c1S(=O)(=O)N(C)C[C@H]1Oc2c(cccc2N(C)C)C(=O)N([C@@H](C)CO)C[C@@H]1C	i
C[C@@H]1CN([C@@H](C)CO)C(=O)c2cccc(NS(=O)(=O)c3cccs3)c2O[C@@H]1CN(C)C(=O)Nc1cccc2ccccc12	i
C[C@H](CO)N1C[C@H](C)[C@H](CN(C)C(=O)NC2CCCCC2)Oc2ccc(NC(=O)Nc3cccc4ccccc34)cc2CC1=O	i
Nc1nc(SCC(=O)c2ccc(-c3ccccc3)cc2)n[nH]1	i
CC(C)NC(=O)Nc1cccc2c1O[C@H](CN(C)Cc1ccc(Oc3ccccc3)cc1)[C@@H](C)CN([C@@H](C)CO)C2=O	i
O=CNCCc1c[nH]c2ccccc12	i
CN(C(=O)C(Cl)Cl)c1ccc(OC(=O)c2ccco2)cc1	i
O=C(CNC(=O)c1ccc([N+](=O)[O-])cc1)Nc1cccc(C(F)(F)F)c1	i
COc1ccc2c(c1)N(C(=O)CSc1n[nH]c(C)n1)C(C)(C)C=C2C	i
C[C@@H]1CN([C@H](C)CO)C(=O)c2cccc(NS(=O)(=O)c3ccc(Cl)cc3)c2O[C@H]1CN(C)C(=O)Nc1ccc(F)cc1	i
COc1ccc([Si](C)(C)[C@@H]2[C@@H](CC(=O)N3Cc4ccccc4C[C@H]3CO)O[C@]3(C(=O)N(C)c4c(Br)cc(C)cc43)[C@H]2C)cc1	i
COc1ccccc1NC(=O)C(C)NS(=O)(=O)c1ccccc1 (centres undefined)	i
C[C@@H]1CN([C@@H](C)CO)C(=O)c2cc(NS(=O)(=O)c3cccs3)ccc2O[C@H]1CN(C)C	i
C[C@@H]1CCCCO[C@@H](CN(C)S(C)(=O)=O)[C@H](C)CN([C@@H](C)CO)C(=O)c2cc(NS(=O)(=O)c3ccccc3)ccc2O1	i
C=C[C@H]1[C@H](O[C@@H]2O[C@H](CO)[C@@H](O)[C@H](O)[C@H]2O)OC=C2C(=O)OCC[C@]21O	i
CSc1ccc(C2CN3CCCC3c3ccccc32)cc1 (centres undefined)	i
COc1cc(NC(=O)c2ccc(Cn3cc(Cl)cn3)o2)c(C(C)=O)cc1OC	i
COc1cccc(-n2nnnc2SCC(=O)Nc2ccccc2)c1	i
Cc1ccc(-c2nnc(Nc3cccc(O)c3)c3ccccc23)cc1S(=O)(=O)N1CCOCC1	i
C[C@H](CO)N1C[C@H](C)[C@@H](CN(C)C(=O)Nc2ccccc2)Oc2ccc(NC(=O)CCC(F)(F)F)cc2C1=O	i
CNC[C@H]1Oc2ccc(NC(=O)NC(C)C)cc2CC(=O)N([C@H](C)CO)C[C@@H]1C	i
C[C@H]1CN([C@@H](C)CO)C(=O)Cc2cc(NC(=O)CCN3CCOCC3)ccc2O[C@@H]1CN(C)C(=O)Nc1cccc2ccccc12	i
C[C@H]1CN([C@@H](C)CO)C(=O)c2cc(NC(=O)Nc3ccc4c(c3)OCO4)ccc2O[C@@H]1CN(C)C(=O)Nc1ccc(F)cc1	i
CCc1nc(SCC(=O)Nc2ccc(OC)cc2)c2c3c(sc2n1)COC(C)(C)C3	i
CC(C)NC(=O)Nc1cccc2c1O[C@H](CN(C)Cc1ccc(Oc3ccccc3)cc1)[C@@H](C)CN([C@H](C)CO)C2=O	i

The closing 7 compounds of the part before open the next one:
SMILES	NFkB SMM
Cc1ccc(-c2nnc(Nc3cccc(O)c3)c3ccccc23)cc1S(=O)(=O)N1CCOCC1	i
C[C@H](CO)N1C[C@H](C)[C@@H](CN(C)C(=O)Nc2ccccc2)Oc2ccc(NC(=O)CCC(F)(F)F)cc2C1=O	i
CNC[C@H]1Oc2ccc(NC(=O)NC(C)C)cc2CC(=O)N([C@H](C)CO)C[C@@H]1C	i
C[C@H]1CN([C@@H](C)CO)C(=O)Cc2cc(NC(=O)CCN3CCOCC3)ccc2O[C@@H]1CN(C)C(=O)Nc1cccc2ccccc12	i
C[C@H]1CN([C@@H](C)CO)C(=O)c2cc(NC(=O)Nc3ccc4c(c3)OCO4)ccc2O[C@@H]1CN(C)C(=O)Nc1ccc(F)cc1	i
CCc1nc(SCC(=O)Nc2ccc(OC)cc2)c2c3c(sc2n1)COC(C)(C)C3	i
CC(C)NC(=O)Nc1cccc2c1O[C@H](CN(C)Cc1ccc(Oc3ccccc3)cc1)[C@@H](C)CN([C@H](C)CO)C2=O	i
CCCCCCCCN1C(=O)C(C(C)=O)=C(C)C1(C)O (centres undefined)	i
COc1cc2c(cc1OC)CN(C(=O)[C@H]1[C@@H]3C(=O)O[C@@H](c4ccccc4)[C@@H](c4ccccc4)N3[C@@H](c3ccc(OCCO)cc3)[C@]13C(=O)Nc1ccc(C#CC4=CCCCC4)cc13)CC2	+
COC(=O)c1ccc(C(=O)OC)c(NS(=O)(=O)c2ccc3c(c2)OCCO3)c1	i
C[C@@H]1CN([C@H](C)CO)C(=O)CCCn2cc(nn2)CO[C@@H]1CN(C)C(=O)C1CCCCC1	i
C[C@H](CO)N1C[C@H](C)[C@@H](CN(C)C(=O)Nc2ccccc2)Oc2ccc(NC(=O)Cn3cnnn3)cc2CC1=O	i
C/C=C(/C)C(=O)OC1Cc2c(ccc3ccc(=O)oc23)OC1(C)C (centres undefined)	i
C[C@@H]1CN([C@H](C)CO)C(=O)c2cccc(NC(=O)NC3CCCCC3)c2O[C@H]1CN(C)S(=O)(=O)c1ccccc1	i
C[C@@H]1CN([C@H](C)CO)C(=O)Cc2cc(NC(=O)Cc3cn(C)c4ccccc34)ccc2O[C@@H]1CN(C)Cc1ccc(C(=O)O)cc1	i
COc1ccc(NS(=O)(=O)c2ccc(NC(=O)c3ccc(Br)cc3)cc2)nn1	i
COc1ccccc1CNC(=O)c1ccc(NS(C)(=O)=O)cc1	i
C[C@@H]1CN([C@@H](C)CO)C(=O)c2cc(NC(=O)CCCN(C)C)ccc2O[C@@H](C)CCCCO[C@H]1CN(C)Cc1ccc2c(c1)OCO2	i
NC(=O)NCC#Cc1ccc2c(c1)[C@]1(C(=O)N2)[C@H](C(=O)Nc2nc3ccccc3s2)[C@H]2C(=O)O[C@H](c3ccccc3)[C@H](c3ccccc3)N2[C@@H]1c1ccccc1OCCO	i
COc1ccc(CN(C)C[C@H]2OCCCC[C@H](C)Oc3ccc(NC(=O)Nc4cccc5ccccc45)cc3C(=O)N([C@@H](C)CO)C[C@H]2C)cc1	i
CC(=O)Nc1ccc(C(=O)CSc2nnc(C)s2)cc1	i
